High-throughput results (PubChem BioAssay)
D2 antagonist: D2 dopamine receptor (human) antagonism. P14416. HEK293 TREx D2 cells, calcium flux, dopamine EC80. inhibition, % at 10 µM. hit rate 2% among 340,000. AID 485344; in the data active = inhibition above about 30%; note: 0% is about no effect
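Overnight-induced (tetracycline, 30 C) HEK293 T-REx cells carrying force-coupled D2 receive a no-wash calcium dye, then compound, then EC80 dopamine at 180 s; signals are read kinetically throughout.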
D1 agonist: agonists of human D1 dopamine receptor; P21728; HEK293 T-REx D1 cells, calcium flux, agonist mode; activation, % at 2 µM; hit rate 1% among 360,000; in the data active = activation above about 30%; note: 0% is about no effect
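Agonism was scored from calcium flux recorded over 180 s (1 read/s) after pintool compound addition, following a 10-cycle baseline. Cells were inducible force-coupled HEK293 TREx D1, plated overnight at 30 C and loaded with no-wash calcium dye.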
RXFP1 ag: activates the human relaxin receptor RXFP1. Q9HBX9. HEK293T-RXFP1 cAMP TR-FRET, 30 min; response scale: percent of porcine relaxin response, buffer zero. Potency, µM (doses to about 57.5 µM), for inactives: at the top dose activation, usual class: activators. hit rate 0.3% among 370,000; active = well fitted activation curve with a large enough effect; note: potency is the fitted concentration of half-maximal effect; % is set by controls: 0 for no effect and ±100 for the full control effect; nearly all actives have a fitted effect of over 60% in size; many of its hits are not listed in these tables
Target sequence (Q9HBX9 whole entry, looked up): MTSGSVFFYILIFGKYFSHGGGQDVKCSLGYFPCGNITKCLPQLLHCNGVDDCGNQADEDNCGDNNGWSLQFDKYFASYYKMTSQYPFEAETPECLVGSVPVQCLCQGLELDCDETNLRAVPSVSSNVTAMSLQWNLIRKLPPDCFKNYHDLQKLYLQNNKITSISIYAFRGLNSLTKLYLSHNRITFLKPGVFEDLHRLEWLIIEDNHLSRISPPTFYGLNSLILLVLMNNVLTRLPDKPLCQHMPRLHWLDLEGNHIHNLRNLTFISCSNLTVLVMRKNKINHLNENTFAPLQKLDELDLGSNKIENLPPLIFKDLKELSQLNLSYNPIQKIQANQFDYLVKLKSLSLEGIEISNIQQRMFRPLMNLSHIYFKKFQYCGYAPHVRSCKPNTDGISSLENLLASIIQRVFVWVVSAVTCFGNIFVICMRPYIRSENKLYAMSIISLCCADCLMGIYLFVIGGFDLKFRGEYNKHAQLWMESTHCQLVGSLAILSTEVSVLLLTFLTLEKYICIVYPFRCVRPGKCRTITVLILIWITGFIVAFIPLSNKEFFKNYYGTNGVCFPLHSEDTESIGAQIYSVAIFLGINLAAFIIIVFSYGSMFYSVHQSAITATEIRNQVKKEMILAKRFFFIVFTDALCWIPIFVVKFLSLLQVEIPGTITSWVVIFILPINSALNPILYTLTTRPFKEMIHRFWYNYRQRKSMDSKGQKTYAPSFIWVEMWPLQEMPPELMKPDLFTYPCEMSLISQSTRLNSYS
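HEK293T cells stably expressing RXFP1 were pretreated with the PDE4 inhibitor Ro 20174, exposed to compounds for 30 min at 37C, lysed, and cAMP was read by TR-FRET. Data normalized to buffer (basal) and 29 nM porcine relaxin (100%).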
RXFP1 antag: RXFP1 (human) relaxin receptor antagonism. Q9HBX9. AID 1259400. HEK293-RXFP1, relaxin-stimulated cAMP HTRF, 30 min; stronger effect = lower value. hit rate 0.59% among 350,000. activity change, negative = inhibition, % at 57.5 µM;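 active = activity change of -60% or lower, but not beyond a set lower limit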; note: % is set by controls: 0 for no effect and ±100 for the full control effect
D2 potentiator: D2 dopamine receptor (human) potentiation; P14416; HEK293 T-REx D2, calcium flux, EC20 dopamine potentiation; potentiation, % at 10 µM; hit rate 0.34% among 340,000;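 active = potentiation over 3 SD above the plate norm, cut at about 30% in these data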; note: 0% is about no effect
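Primary screen. Calcium kinetics in induced HEK293 T-REx D2 cells: compound pre-addition 180 s, EC20 dopamine, 180 s more.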
D1 PAM: enhances dopamine response at the human D1 receptor; HEK293 TREx D1 cells, calcium flux, dopamine EC20 potentiation; hit rate 0.036% among 360,000; P21728; potentiation, % at 10 µM; in the data active = potentiation above about 30%; note: 0% is about no effect
D2 ag: activates the human D2 dopamine receptor. P14416. HEK293 T-REx D2 cells, calcium flux agonist mode. activation, % at 2 µM. hit rate 0.53% among 340,000. AID 485358;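 active = activation over 3 SD above normal in the single-dose calcium agonist read, cut at about 30% in these data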; note: 0% is about no effect
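Tetracycline-induced HEK293 Trex cells with D2 receptor force-coupled to calcium signaling, plated overnight at 30 C and loaded with no-wash calcium dye. Calcium flux read kinetically for 180 s after compound addition; responses flag agonists.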
TRHR PAM: allosteric enhancers of human TRH receptor | P34981 | TRHR cells, fluo-8 calcium fluorescence, EC20 TRH enhancement | enhancement, % at 2 µM | hit rate 0.66% among 360,000; in the data active = enhancement above about 30%; note: 0% is about no effect
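TRHR-expressing cells loaded with fluo-8 calcium dye were read kinetically (ex 480/em 530) during compound addition, then stimulated with an EC20 of TRH (10 nM final). Enhancement of the Gq-mediated intracellular calcium response was scored.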
D1 antagonist: antagonists of human D1 dopamine receptor. P21728. HEK293 TREx D1 cells, calcium flux, dopamine EC80; stronger effect = lower value. activity change, negative = inhibition, % at 10 µM. hit rate 3.2% among 360,000; in the data active = activity change below about -30%; note: % is set by controls: 0 for no effect and ±100 for the full control effect
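Calcium flux readout: force-coupled, inducible Hek293 Trex D1 line, cells induced overnight at 30 C with tetracycline, dye-loaded 30–90 min at RT. Antagonism scored against EC80 dopamine challenge given 180 s after compound.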
* hit, by the source's call; . = not tested or not shown.

SMILES	D2 antagonist	D1 agonist	RXFP1 ag	RXFP1 antag	D2 potentiator	D1 PAM	D2 ag	TRHR PAM	D1 antagonist
CS(=O)(=O)Nc1ccc(C2=NN(S(C)(=O)=O)C(c3cccs3)C2)cc1 (stereo not drawn)	1	4	-1.2%	-14	1	2	0.3	4	7
CCN(C(=O)C1CCC(CNS(=O)(=O)c2cccc3nsnc23)CC1)c1cccc(C)c1 (stereo not drawn)	.	5	0.6%	-12	3	3	0.1	-2	-7
COc1ccc(CC(=O)Nc2ccc(S(=O)(=O)Nc3cc(C)on3)cc2)cc1OC	-4	5	2.0%	-5	3	-5	0.6	0	1
Cc1ccc2[nH]ccc(=O)c2c1	-2	1	3.6%	.	-7	-1	-1.8	3	-1
CCC(C(=O)Nc1cccc(-c2cn3cccnc3n2)c1)c1ccccc1 (stereo not drawn)	.	1	8.4%	-9	14	2	-7.8	-3	3
CN(CCCC1CCCC1)C(=O)c1cc(COc2ccc(F)c(F)c2)on1	.	11	1.5%	11	.	2	.	6	3
C[C@@H](C(=O)N1CCNCC1)n1cc(CCC(=O)O)nn1	.	0	0.3%	.	.	-2	.	-5	-10
O=C(COC(=O)c1cccc(S(=O)(=O)N2CCN(c3ccccc3)CC2)c1)NCC1CCCO1 (stereo not drawn)	-7	3	2.0%	-10	-15	-4	1.0	9	-34*
COc1ccccc1N1C(=O)[C@@H]2C(C(=O)CN3C(=O)c4ccccc4C3=O)=NN[C@@H]2C1=O	-3	0	6.2%	-8	6	-4	0.0	-2	-9
Cc1ccc(NC(=O)COC(=O)c2c[nH]c3ccccc23)cc1C	10	4	-0.1%	-8	1	2	0.3	-2	-6
CSc1ccc(CN(C)C(C)C(=O)Nc2ccc(F)c(F)c2F)cc1 (stereo not drawn)	17	5	0.1%	-10	-10	-3	6.4	-5	-6
CCCCCNC(=O)c1ccc2c(=O)n(CCCN3CCCC3=O)c(=S)[nH]c2c1	1	1	9.9%	-15	18	-3	-0.8	8	-13
COc1ccc2c(c1)CC/C(=C\c1ccc(C)o1)C2=O	-8	10	-1.0%	.	5	-1	2.7	12	-3
Cc1ccc(SCc2ccc(C(=O)Nc3ccccc3Br)cc2)cc1	-5	30	1.7%	-1	3	4	-0.2	5	-17
COc1ccc(NC(=O)C2CCCN2C(=O)Oc2ccccc2)cc1 (stereo not drawn)	5	1	2.3%	-10	-5	-2	-0.7	-1	2

3 entries out of the list above, ordered by the number in D2 antagonist, rising:
| Structure | D2 antagonist |
| --- | --- |
| O=C(COC(=O)c1cccc(S(=O)(=O)N2CCN(c3ccccc3)CC2)c1)NCC1CCCO1 (stereo not drawn) | -7 |
| COc1ccc(NC(=O)C2CCCN2C(=O)Oc2ccccc2)cc1 (stereo not drawn) | 5 |
| CSc1ccc(CN(C)C(C)C(=O)Nc2ccc(F)c(F)c2F)cc1 (stereo not drawn) | 17 |

Other records
SMILES	D2 antagonist	D1 agonist	RXFP1 ag	RXFP1 antag	D2 potentiator	D1 PAM	D2 ag	TRHR PAM	D1 antagonist
COC(=O)c1ccc(NCC(=O)Nc2cc(C)cc(C)c2)cc1	-21	9	0.9%	-5	8	-10	0.9	-2	-27
COC(=O)CC1C(=O)NCCN1C(=O)CSc1nc2cc(Cl)ccc2o1 (stereo not drawn)	-3	2	4.6%	9	-8	1	0.0	-1	-2
COCCCN(Cc1ccco1)C(=O)CSc1nc2ncccc2[nH]1	-6	2	13%	14	10	-3	-0.3	-3	-11
CCOC(=O)N1CCC(Nc2cccc(SC)c2)CC1	8	19	-0.6%	-15	3	-8	0.3	3	-14
COC(C[C@@H](O)CC(=O)COCc1ccccc1)OC	7	4	0.0%	.	-8	1	-0.1	0	7
O=C(CCC1CCN(Cc2ccc(Cl)cc2)CC1)NC1CC1	-2	-5	2.7%	-5	-14	-7	-1.7	0	-3
O=C(c1ccco1)N1CCN(c2nc3c(Cl)cccc3s2)CC1	.	1	2.0%	-28	-8	-1	-1.1	3	.
CCC(C)C(Nc1ncnc2scc(-c3ccccc3)c12)C(=O)O (stereo not drawn)	-9	5	1.6%	13	-4	-2	0.8	15	17
CCC1(c2ccccc2)NC(=O)N(CC(=O)Nc2ccc(OC)nc2)C1=O (stereo not drawn)	-9	15	-4.5%	3	-5	-6	5.8	1	7
COc1ccc2c(c1)c1c(c(=O)n(-c3ccc(F)c(Cl)c3)c(=O)n1Cc1ccccc1F)n2C	.	-1	1.4%	.	-2	0	0.2	-1	7
COc1ccc2c(c1)c(CC(=O)OCC(N)=O)c(C)n2C(=O)c1ccc(Cl)cc1	-2	0	-2.6%	0	16	-4	-0.4	-2	0
CCc1ccc(-c2cc(C)no2)cc1S(=O)(=O)NCc1ccc(OC)c(OC)c1	-4	2	2.1%	-6	7	7	0.7	14	-9
CCN(CC(=O)NCc1cccs1)C(=O)c1ccc(OC)c(OC)c1	15	2	2.0%	-3	4	1	-1.0	6	5
Oc1cccc(C(=S)N2CCN(Cc3ccccc3)CC2)c1	7	3	0.4%	2	9	4	0.7	2	-29
CN(C)/C=C1/NC(=S)NC1=O	8	0	-4.9%	-18	1	-5	0.8	6	5
Cc1nnc(SCC(=O)Nc2ccc3c(c2)OCCO3)s1	-1	-2	0.7%	10	4	-5	0.3	25	0
Cc1[nH]nc(-c2ccc(OCc3cnn(-c4ccccc4)c3)c(C)c2O)c1Oc1ccccc1	3	4	3.4%	-1	8	-6	0.7	-1	-13
Cc1c(NC(=S)N/N=C/C=C/c2ccc([N+](=O)[O-])cc2)c(=O)n(-c2ccccc2)n1C	3	5	1.3%	-26	13	-3	0.2	0	4
CCN1CCN(CC(=O)N2N=C(c3cccs3)CC2c2ccc(OC)c(OC)c2)C(=O)C1=O (stereo not drawn)	1	1	0.0%	-3	6	-6	0.1	0	8
CCN(CC(=O)Nc1sc2c(c1C#N)CCC(C)C2)Cc1nc2ccccc2c(=O)[nH]1 (stereo not drawn)	8	3	2.1%	-3	-2	-13	3.1	7	-61*
CS(=O)(=O)NNC(=O)Cn1nnc(-c2cc(C(F)(F)F)cc(C(F)(F)F)c2)n1	3	1	5.5%	-7	7	1	0.2	7	-9
COc1ccc(S(=O)(=O)Cc2ccc(C(=O)NC3CCC(C)CC3)o2)cc1 (stereo not drawn)	-2	2	0.7%	8	-4	-2	-0.1	-6	-14
CCn1c(=O)n(CC(=O)NCc2ccco2)c(=O)c2ccccc21	5	1	2.6%	0	-12	-5	-0.3	-4	2
CNC(=O)CSc1nnc(-c2ccccc2)n1C	-15	1	-0.1%	3	3	-4	0.7	-8	-4
O=C(O)CCc1ccc(-c2cccs2)n1NC(=O)c1cccs1	-42	-1	-0.4%	-8	11	-2	-0.4	-13	4
CCc1ccccc1NC(=O)CSc1ncccc1C(=O)O	.	-1	0.4%	-4	14	-1	-0.4	5	3
COC(=O)CNC(=O)c1ccc2c(c1)S(=O)(=O)c1ccccc1C2=O	6	-1	-1.1%	-20	-1	-3	0.2	6	9
Fc1ccc(N2CCN(Cc3nnc(-c4ccccc4Cl)o3)CC2)cc1	.	5	1.4%	-4	-8	0	0.5	-4	-19
COc1ccc(N(C(=O)c2cc(OC)c(OC)c(OC)c2)S(=O)(=O)c2ccc(C)cc2)cc1	.	17	0.1%	-1	3	-1	-1.3	7	2
COc1cc(CNC(=O)c2nc(Cn3nc(C)c(Br)c3C)no2)cc(OC)c1	6	17	-0.2%	15	-13	5	0.4	-2	-5
N#Cc1cccc(NC(=O)COC(=O)c2ccccc2Sc2ccccc2C#N)c1	2	6	-0.4%	-7	-3	-8	7.7	-1	-11
CC1CCN(CCCNC(=O)c2cn(C)c3ccc(S(=O)(=O)N(C)C4CCCCC4)cc3c2=O)CC1	.	0	7.9%	-4	11	-1	-0.8	8	7
Cc1ccccc1N(CC(=O)NCc1ccco1)C(=O)CNS(=O)(=O)c1ccc(F)cc1	-5	0	-0.2%	-5	11	-1	-0.1	1	12
C=CCN(CC=C)C(=O)C[n+]1ccc(C(N)=O)cc1	3	1	3.5%	3	-11	-8	0.8	3	-9
Cc1n[nH]c(=O)c2c(NC(=O)CSc3c(Cl)cccc3Cl)oc(C)c12	-2	3	2.1%	-1	-2	4	-1.0	12	28
O=C(CSc1nccn1C1CCCC1)Nc1cc(C(F)(F)F)ccc1Cl	.	7	1.2%	-72*	-5	-3	0.1	2	-16

Among those listed so far, these contain a Cl atom:
SMILES	D2 antagonist	D1 agonist	RXFP1 ag	RXFP1 antag	D2 potentiator	D1 PAM	D2 ag	TRHR PAM	D1 antagonist
COC(=O)CC1C(=O)NCCN1C(=O)CSc1nc2cc(Cl)ccc2o1 (stereo not drawn)	-3	2	4.6%	9	-8	1	0.0	-1	-2
O=C(CCC1CCN(Cc2ccc(Cl)cc2)CC1)NC1CC1	-2	-5	2.7%	-5	-14	-7	-1.7	0	-3
O=C(c1ccco1)N1CCN(c2nc3c(Cl)cccc3s2)CC1	.	1	2.0%	-28	-8	-1	-1.1	3	.
COc1ccc2c(c1)c1c(c(=O)n(-c3ccc(F)c(Cl)c3)c(=O)n1Cc1ccccc1F)n2C	.	-1	1.4%	.	-2	0	0.2	-1	7
COc1ccc2c(c1)c(CC(=O)OCC(N)=O)c(C)n2C(=O)c1ccc(Cl)cc1	-2	0	-2.6%	0	16	-4	-0.4	-2	0
Fc1ccc(N2CCN(Cc3nnc(-c4ccccc4Cl)o3)CC2)cc1	.	5	1.4%	-4	-8	0	0.5	-4	-19
Cc1n[nH]c(=O)c2c(NC(=O)CSc3c(Cl)cccc3Cl)oc(C)c12	-2	3	2.1%	-1	-2	4	-1.0	12	28
O=C(CSc1nccn1C1CCCC1)Nc1cc(C(F)(F)F)ccc1Cl	.	7	1.2%	-72*	-5	-3	0.1	2	-16

Some of the compounds tested; rates above refer to the full screens.
